Screening data as filed in PubChem BioAssay.
APP 5'UTR act: APP 5'UTR luciferase reporter activation | SH-SY5Y APP 5'UTR luciferase reporter, luminescence; zero percent = DMSO vehicle wells | activation, % at 2 µM | actives 1% (n = 190,000);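 active means activation above a set limit, based on mean plus 3 SD of controls, cut at about 140% in these data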; further: values of inactives mirror those of a sister screen read the other way
Hsp70 activator: switches on Hsp70 transcription; HeLa Hsp70 promoter luciferase reporter, luminescence; scaled: vehicle 0, proteasome-inhibitor control 100%; actives 0.04% (n = 200,000); activation, % at 10 µM;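 active means activation above the mean across all tested compounds plus 3 SD, cutoff set per campaign, cut at about 5.5% in these data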;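 further: 100% = MG132 at 30 µM as the positive control and 0% = DMSO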
NF-kB neuron act: raises NF-kB expression in human neuronal cells; fold change at 12.5 µM; AID 1239; NF-kB reporter expression; stronger effect = higher value; actives 1.6% (n = 190,000); in the data active means fold change above about 3.3
STAT3 inh: inhibitors of IL-6 induced STAT3 signaling; U3A cells, IL-6 STAT3-luciferase reporter, luminescence; host cell line lacks STAT1; actives 0.89% (n = 190,000); inhibition, % at 5.5 µM;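 active means inhibition above the mean inhibition across all screened compounds plus 3 SD, cut at about 44% in these data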;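 further: 0% = DMSO only wells and 100% = 100 µM nifuroxazide control wells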
STAT1 act: activators of IFN-gamma induced STAT1 signaling; NIH 3T3 STAT1-luciferase reporter, luminescence; 100% = IFN-gamma alone, no compound; activation (% of control), % at 5.5 µM; actives 2.6% (n = 200,000);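 active means activation above the screen-wide mean activation plus 3 SD, cut at about 130% in these data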;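 further: raw ratio to IFN-gamma control signal so 100% means no change and 0% no light; values of inactives mirror those of a sister screen read the other way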
RAM inhibit: blocks the yeast RAM network; inhibition, % at 50 µM; actives 1.8% (n = 190,000); S. cerevisiae dse1pr::URA3 reporter, 5-FOA growth OD615, 2 d; analog-sensitive cbk1-as2 kinase mutant strain; AID 868;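 active means inhibition above a set limit, 3 SD over mean compound inhibition, cut at about 8.4% in these data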;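 further: 0% = DMSO-only wells with no growth and 100% = 10 µM 1-NA-PP1 full growth; inhibition rescues growth on 5-FOA so higher OD means more RAM inhibition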
APP transl inh: APP translation inhibition. inhibition, % at 2 µM. SH-SY5Y APP 5'UTR-luciferase reporter, luminescence. actives 0.82% (n = 190,000);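 active means inhibition above a set limit, derived from the sample mean plus 3 SD, cut at about 45% in these data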; further: values of inactives mirror those of a sister screen read the other way
FLuc inhib CS: inhibits firefly luciferase, flagging false hits in luciferase inhibition screens; actives 1.5% (n = 200,000); inhibition, % at 10 µM; ATPLite firefly luciferase biochemical luminescence, 10 min; AID 1006; P08659;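 active means inhibition above about 50% when tested at 10 µM, limit read from the data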
Target sequence (P08659 whole entry, looked up): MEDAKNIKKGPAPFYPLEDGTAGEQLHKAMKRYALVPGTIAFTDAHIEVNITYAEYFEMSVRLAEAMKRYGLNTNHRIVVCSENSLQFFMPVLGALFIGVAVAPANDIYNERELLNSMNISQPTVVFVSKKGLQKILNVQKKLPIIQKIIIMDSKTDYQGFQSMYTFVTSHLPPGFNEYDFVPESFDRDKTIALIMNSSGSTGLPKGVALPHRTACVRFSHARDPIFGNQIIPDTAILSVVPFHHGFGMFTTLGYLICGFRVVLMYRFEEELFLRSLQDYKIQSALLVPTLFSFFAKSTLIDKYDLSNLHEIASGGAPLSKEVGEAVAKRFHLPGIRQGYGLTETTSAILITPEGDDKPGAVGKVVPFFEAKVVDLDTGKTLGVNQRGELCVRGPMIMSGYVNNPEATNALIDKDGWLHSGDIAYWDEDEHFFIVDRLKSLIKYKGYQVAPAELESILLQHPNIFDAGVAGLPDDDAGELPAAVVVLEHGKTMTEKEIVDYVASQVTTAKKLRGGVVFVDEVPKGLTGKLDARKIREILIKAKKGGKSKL
STAT3 act: STAT3 signaling activation; actives 0.91% (n = 190,000); U3A cells, IL-6 STAT3-luciferase reporter, luminescence; 100% = signal with IL-6 EC80 alone; AID 871; activation (% of control), % at 5.6 µM;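 active means activation above the screen-wide mean of compound activation plus 3 SD, cut at about 130% in these data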;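 further: 0% = background luminescence of wells with medium and substrate only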
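Test system: STAT3-luciferase reporter U3A cells; Detection: reporter luminescence signal; Times: 1 h compound pre-exposure, 6 h IL-6 stimulation, 37 °C; Benchmarks: IL-6-only high control; Also added: IL-6 stimulus at 33 ng/mL final.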
STAT1 inh: reduces IFN-gamma driven STAT1 reporter signal; inhibition, % at 5.5 µM; AID 920; actives 0.35% (n = 200,000); NIH 3T3 STAT1-luciferase reporter, luminescence;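 active means inhibition above a set limit, the mean inhibition across all tested compounds plus 3 SD, cut at about 34% in these data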;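 further: 0% = IFN-gamma with DMSO and 100% = IFN-gamma with 300 µM nifuroxazide; values of inactives mirror those of a sister screen read the other way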
* = called active by the depositor; x = no result given.

structure	STAT1 inh	STAT3 act	STAT1 act	APP 5'UTR act	NF-kB neuron act	APP transl inh	RAM inhibit	Hsp70 activator	STAT3 inh	FLuc inhib CS
O=C(NCCCn1ccnc1)C(=O)NCC1OCCN1S(=O)(=O)c1ccc(F)cc1 (stereo unspecified)	0	103	100	3	1.2	-3	0.8	-0.1	-4	-12
O=C(COc1ccc(Cl)cc1)Nc1ccc(C(=O)NCc2cccnc2)cc1	-1	80	101	5	0.5	-5	0.3	-0.4	30	-7
O=P(O)(CP(=O)(c1ccccc1)c1ccccc1)c1ccccc1O	1	103	99	1	1.2	-1	0.0	0.2	0	-1
CCn1c(SCC(=O)c2c(N)n(C)c(=O)n(C)c2=O)nnc1-c1ccccc1	3	96	97	3	0.92	-3	5.6	0.0	5	-2
O=C(Cn1c(=O)n(CCc2c[nH]c3ccccc23)c(=O)c2cccnc21)Nc1ccccc1F	4	100	96	-2	0.9	2	3.4	-0.1	-1	-5
CCn1c(SCC(=O)N2CCN(c3ccc(F)cc3)CC2)nc2ccccc2c1=O	-9	102	108	-3	0.45	3	3.4	-0.3	-3	-6
COC(=O)c1cc(S(=O)(=O)n2nc(C)c(Br)c2C)c(Cl)cc1Cl	-2	103	102	-3	1.2	3	1.3	-0.2	4	-6
C=CCN1C(=O)C(O)(CC(=O)c2c(C)n[nH]c2C)c2cc(Br)ccc21 (stereo unspecified)	-2	103	101	-14	1.4	14	0.2	-0.3	1	-7
Cc1cc(NCCNC2=CC(=O)CCC2)nc2ccccc12	1	97	99	18	0.84	-18	1.3	-0.5	6	1
Cc1cc(C(C)(C)C)oc1C(=O)N(CC(=O)NC1CCCC1)Cc1ccc(F)cc1	3	103	97	1	0.9	-1	3.4	-0.5	7	-5
Cc1cc(/C=C2\SC(N)=NC2=O)c(C)n1-c1ccccc1	-30	106	128	x	1.4	x	3.7	-0.3	-7	83*
CCC1CCCCN1C(=O)c1ccc(OC2CCN(C(=O)C3CC3)CC2)cc1 (stereo unspecified)	5	94	96	1	x	-1	-0.1	0.1	13	-7
Cc1ccccc1CN(C)CCc1ccccn1	6	99	94	-14	1	14	1.1	-0.2	7	-5
CCOc1cccc2cc(-c3cn4cc(C)ccc4n3)c(=O)oc12	-45	43	141*	-3	3.5*	3	2.5	-0.6	69*	68*
CSc1nnc(-c2cc(C)on2)n1-c1ccccc1	4	106	96	29	1.1	-29	0.8	0.1	-4	-7
CC(Sc1nnc(-c2ccc(O)cc2)o1)C(=O)Nc1cccc2ccccc12 (stereo unspecified)	-1	103	99	12	1.3	-12	1.8	-0.2	-4	-6
O=C(CCN1C(=O)c2ccccc2C1=O)Nc1cc(F)ccc1F	-2	77	106	-7	1.3	7	1.7	-0.5	28	-9
CCOC(=O)C1CCCN(C(=O)c2cc(-c3ccc(C)cc3)nc3ccccc23)C1 (stereo unspecified)	-8	111	106	4	1.3	-4	-0.2	-0.1	-6	40
COc1ccccc1NC(=O)CSc1nnc(-c2ccccn2)n1Cc1ccco1	-3	100	103	2	0.79	-2	-0.3	-0.6	7	-3
COC(=O)c1nn(-c2ccc(OC)cc2)c(=O)cc1O	1	99	99	-4	1.1	4	0.7	-0.3	10	0
Cc1ccc(NC(=O)CC2NCCNC2=O)cc1 (stereo unspecified)	4	100	97	0	1.4	0	-0.3	0.0	0	-5
CC(C)(C)NC(=O)C(c1ccco1)N(C(=O)c1csnn1)c1ccccc1 (stereo unspecified)	6	98	94	-4	1.1	4	-0.5	0.1	8	-9
COc1ccc(/C=C2/S/C(=N/N=C3\CC4CCC3(C)C4(C)C)NC2=O)cc1 (stereo unspecified)	-16	99	115	4	1.1	-4	3.0	-0.3	8	-5
CCCCCCCCCc1nc(N)n[nH]1	1	112	99	38	1.3	-38	-1.0	-0.3	-6	-2
CCOC(=O)c1ccoc1CSCc1ccc(C(=O)OC)o1	2	99	98	6	0.97	-6	-0.2	-0.1	5	-2

Look-ups from above:
CCn1c(SCC(=O)c2c(N)n(C)c(=O)n(C)c2=O)nnc1-c1ccccc1 @ STAT3 act = 96
Cc1cc(C(C)(C)C)oc1C(=O)N(CC(=O)NC1CCCC1)Cc1ccc(F)cc1 @ STAT3 act = 103

Additional structures follow:
structure	STAT1 inh	STAT3 act	STAT1 act	APP 5'UTR act	NF-kB neuron act	APP transl inh	RAM inhibit	Hsp70 activator	STAT3 inh	FLuc inhib CS
CCC(C(=O)N1CCN(C(=O)c2ccco2)CC1)c1ccccc1 (stereo unspecified)	5	102	96	-6	1.2	6	0.8	0.2	1	-8
S=C(NCCc1ccccc1)N1CCN(Cc2ccc(Cl)c(Cl)c2)CC1	-1	95	101	12	0.97	-12	-0.4	-0.1	5	-11
Cc1nn(-c2ccc(Cl)cc2Cl)c(=O)c2ccccc12	-2	100	102	-6	1.1	6	1.0	-0.5	0	-5
CCOc1ccc(C)cc1S(=O)(=O)Nc1cccnc1	0	104	100	16	x	-16	x	0.0	-1	x
Cc1ccccc1-n1ncc2c(SCC(=O)NCc3cccs3)ncnc21	1	87	99	7	1.4	-7	4.9	-0.1	24	-3
CCc1nnc(NS(=O)(=O)c2ccc(NC(=O)/C=C/c3ccc(F)cc3)cc2)s1	-10	104	108	4	1.1	-4	3.0	-0.5	-3	2
O=C(COc1ncnc2cc([N+](=O)[O-])ccc12)NCc1ccc2c(c1)OCO2	-1	98	101	-12	1.1	12	6.1	0.2	8	-2
CCc1cc2c(=O)c(-c3nc4ccccc4n3C)c(C)oc2c(CN2CCN(C)CC2)c1O	-2	101	103	24	1.2	-24	0.8	-0.1	3	-4
OCCCc1nc2ccccc2n1CCc1ccccc1	4	90	96	17	1	-17	0.5	-0.1	15	-2
COc1ccccc1N1CCN(C(=O)c2sc3nc(-c4ccccc4)cn3c2C)CC1	-3	82	103	5	0.59	-5	-0.1	-0.2	25	-7
COc1ccc(-n2cc(C(=O)c3ccccc3O)cn2)cc1	0	50	100	236*	3.9*	-236	0.0	-0.3	65*	66*
Cc1cc(C)n2nc(NCc3cccc(Br)c3)nc2n1	7	96	94	-7	1.3	7	0.0	-0.6	11	-4
Cn1ccc(-c2cc(C(=O)O)c3ccccc3n2)n1	1	106	99	5	1	-5	1.9	0.2	-6	10
O=C(NCC1CCCO1)/C(=C/c1cn(-c2ccccc2)nc1-c1cccnc1)NC(=O)c1ccccc1 (stereo unspecified)	5	105	94	-11	1.1	11	1.0	-0.5	-5	-5
CSc1nnc(Cn2c(=O)sc3ccccc32)n1C	-9	101	110	-31	1	31	0.5	-0.4	-1	-1
Cc1ccc([N+](=O)[O-])cc1S(=O)(=O)Nc1ccccn1	8	100	92	-6	1	6	1.8	0.0	6	-3
CCOC(=O)Nc1c(O)ccc2oc(C)c(-c3ccccc3)c12	9	97	91	12	0.76	-12	-0.3	-0.1	8	2
CS(=O)(=O)NN1C(=O)c2ccccc2NC1c1cccs1 (stereo unspecified)	-10	100	107	-3	0.99	3	1.2	0.1	5	-5
COCCCN=C1NN=C(c2cc(C)n(-c3ccccc3F)c2C)CS1	45*	58	58	187*	1.8	-187	-0.1	1.1	52*	84*
COc1ccc(-c2cc3c(=O)n(CC(=O)NC4CCN(Cc5ccccc5)CC4)ncn3n2)cc1	8	101	92	-10	1.2	10	0.7	0.2	3	13
Cc1cc(C)c2c(=O)[nH]c(=O)n(Cc3ccccc3)c2n1	7	96	93	10	1.1	-10	3.4	-0.2	8	-2
CSCCC1NC(=O)N(CC(=O)Nc2cccc3ccccc23)C1=O (stereo unspecified)	-6	98	106	22	1.1	-22	0.8	-0.5	8	-5
CC(C)CC(=O)NC(Nc1ccccc1F)C(Cl)(Cl)Cl (stereo unspecified)	6	98	94	12	1.1	-12	0.8	-0.4	10	0
O=C(O)CCn1c(SCc2cc(=O)n3ccccc3n2)nc2ccsc2c1=O	19	91	81	-6	1.8	6	2.7	-0.2	12	-3
O=C(NCc1ccco1)C1CC(c2ccccc2O)=NO1 (stereo unspecified)	-2	101	100	-3	1.1	3	2.0	-0.2	4	1
O=C1C(C=NCCCn2ccnc2)=C(O)c2ccccc21	5	100	95	-8	x	8	x	-0.2	4	x
C=CCNC(=O)c1sc(=S)n(-c2ccc(C(=O)OCC)cc2)c1N	9	97	92	3	1	-3	2.4	-0.2	10	-7
O=C(COc1ccccc1)N(Cc1cc2ccccc2[nH]c1=O)CC1CCCO1 (stereo unspecified)	-3	102	104	-12	0.85	12	1.2	-0.2	2	-4
Cn1ccnc1Sc1ccccc1[N+](=O)[O-]	-2	94	100	26	1	-26	0.3	-0.1	15	-4
CC1=NN(c2ccccc2)C(=O)/C1=C\c1cn(-c2ccccc2)nc1C	4	99	96	14	1.1	-14	4.7	-0.2	9	-6
CS(=O)(=O)N(CC(=O)N1CCN(C(c2ccccc2)c2ccccc2)CC1)C1CCCCC1	0	102	104	-7	0.61	7	2.6	-0.3	-3	-8
CC1Cc2ccccc2N1C(=O)CCS(=O)(=O)c1cccc2nonc12 (stereo unspecified)	-2	102	103	-1	1.1	1	-0.4	-0.4	4	-6
Cc1ccc(NC(=O)c2oc3ccccc3c2NC(=O)c2ccc3c(c2)OCO3)cc1	-6	80	106	15	0.83	-15	5.0	-0.2	28	13
COc1ccc(C(c2nnnn2Cc2cccs2)N2CCN(c3ccccc3F)CC2)cc1 (stereo unspecified)	-4	105	104	12	1.1	-12	3.3	0.0	0	-4
CCOC(=O)c1c(CN2CCN(c3ccccc3)CC2)oc2ccc(O)cc12	-2	102	103	2	1	-2	0.3	-0.4	-2	-2
O=C(O)c1cc(S(=O)(=O)N2CCN(c3ccccn3)CC2)ccc1Cl	7	101	92	-5	1.1	5	1.3	-0.5	1	2
N#Cc1c(Nc2ccc(F)cc2)sc(C(=O)c2ccc(F)cc2)c1N	11	115	90	1	0.92	-1	0.3	-0.2	-13	-1
CCN1C(=O)/C(=C\c2cn(-c3ccccc3)nc2-c2cccnc2)SC1=S	7	95	92	11	1.1	-11	2.9	-0.1	7	-2
COc1cccc(Nc2nnc(SCC(=O)N3CCOCC3)s2)c1	-2	100	102	14	1.2	-14	0.8	-0.1	5	16
CSCc1nc2scc(-c3ccccc3)c2c(=O)[nH]1	-5	76	103	0	1.3	0	2.0	-0.2	35	-7
COc1ccc(/C=N\NS(=O)(=O)c2ccc(C)cc2)cc1COc1ccccc1[N+](=O)[O-]	-3	92	103	2	0.93	-2	3.4	0.0	12	-5
CCN(CC)CCOC(=O)c1ccc(NC(=O)c2ccc(Cl)c(S(=O)(=O)N3CCCCCC3)c2)cc1	6	81	94	3	0.92	-3	2.3	-0.1	29	-6
C(=N\n1cnnc1)/c1ccccc1OCCOc1ccccc1	-6	93	105	36	1.4	-36	-1.1	-0.2	11	-9

STAT1 inh, what is marked active above.
molecule	STAT1 inh	STAT3 act	STAT1 act	APP 5'UTR act	NF-kB neuron act	APP transl inh	RAM inhibit	Hsp70 activator	FLuc inhib CS
COCCCN=C1NN=C(c2cc(C)n(-c3ccccc3F)c2C)CS1	45*	58	58	187*	1.8	-187	-0.1	1.1	84*
